Assay outcomes: PubChem, NMMLSC
VLA-4 inh: inhibition in a human VLA-4 binding assay; P13612; VLA-4 expressing cells, ligand binding flow cytometry; inhibition, % (about 7 µM as worked out from the volumes in the protocol); 330,000 tested, 0.2% active; AID 2557; in the data active means inhibition above about 50%
RPL19A-GFP yeast: yeast TOR pathway RPL19A-GFP modulation; S. cerevisiae RPL19A-GFP strain, flow cytometry, 3 h; active compounds read low; percent response vs DMSO, % at 10 µM; 330,000 tested, 0.3% active; AID 2025;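 active means percent response vs DMSO below 50%; inconclusive means fewer than 70 events counted for the yeast strain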;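 further: median channel GFP fluorescence of the barcoded RPL19A-GFP strain; ratio of sample median GFP to plate DMSO average so 100% = DMSO; lower means less RPL19A-GFP as with rapamycin TOR inhibition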
AGP1 TOR yeast: modulators of TOR pathway AGP1-GFP in S. cerevisiae | S. cerevisiae AGP1-GFP multiplex flow cytometry, 3 h; GFP as percent of DMSO wells | GFP response vs DMSO, % at 10 µM | 320,000 tested, 0.02% active | AID 2066;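 active means GFP response relative to DMSO above a set limit, near screen average plus 3 SD, cut at about 150% in these data; inconclusive means fewer than 70 cells counted for the yeast strain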;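 further: median GFP channel fluorescence of the gated AGP1 strain per well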
LAP4-GFP MLPCN: modulators of TOR pathway LAP4-GFP in S. cerevisiae | S. cerevisiae LAP4-GFP multiplex, flow cytometry GFP, 3 h; median GFP as percent of DMSO wells | GFP response vs DMSO, % at 10 µM | 320,000 tested, 0.34% active;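 active means GFP response vs DMSO above a set limit, about the screen mean plus 3 SD, cut at about 150% in these data; inconclusive means under 70 cell events counted for the yeast strain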
CIT2 TOR yeast: alters CIT2-GFP fluorescence in TOR pathway yeast screen; 320,000 tested, 0.065% active; GFP response vs DMSO, % at 10 µM; S. cerevisiae CIT2-GFP strain, flow cytometry, 3 h; 100 means same as DMSO wells; AID 2029;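 active means GFP response relative to DMSO above a set limit, near the screen mean plus 3 SD, cut at about 150% in these data; inconclusive means Fewer than 70 cells measured for a yeast strain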;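 further: ratio of well median GFP fluorescence to mean of DMSO wells on the plate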
MEP2 TOR yeast: modulators of TOR pathway MEP2-GFP in S. cerevisiae; S. cerevisiae MEP2-GFP strain, flow cytometry GFP, 3 h; 100% = DMSO control level; GFP response vs DMSO, % at 10 µM; 330,000 tested, 0.51% active; AID 2016;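 active means GFP response versus DMSO above a set limit, roughly screen mean plus 3 SD, cut at about 180% in these data; inconclusive means fewer than 70 cells counted for a yeast strain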;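 further: median GFP fluorescence of the barcode-gated MEP2-GFP cells per well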
Yeast superoxide: yeast age-related superoxide inhibition as caloric restriction mimetic; S. cerevisiae aged cells, superoxide DHE fluorescence; active compounds read low; superoxide response (% of plate mean), % at 10 µM; 330,000 tested, 0.18% active; AID 2690;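 active means superoxide response under a set limit, about three screen SD below normal, cut at about 65% in these data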;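 further: yeast aged for seven days with compound at 30 °C before DHE staining; 100% = average MFI of all compound-treated wells on the plate with controls excluded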
GRK2 inh: blocks RNA aptamer binding to human GRK2 | 330,000 tested, 0.59% active | inhibition of aptamer binding, % at 10 µM | AID 488847 | P25098 | bead flow cytometry, FAM-aptamer displacement from GRK2;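 active means inhibition of aptamer binding above 40%, roughly 3 SD of noise, on plates passing a quality check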;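 further: median bead fluorescence of bound FAM aptamer so fluorescent compounds give negative values; no value below 0 was filed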
Target sequence (P25098 whole entry, looked up): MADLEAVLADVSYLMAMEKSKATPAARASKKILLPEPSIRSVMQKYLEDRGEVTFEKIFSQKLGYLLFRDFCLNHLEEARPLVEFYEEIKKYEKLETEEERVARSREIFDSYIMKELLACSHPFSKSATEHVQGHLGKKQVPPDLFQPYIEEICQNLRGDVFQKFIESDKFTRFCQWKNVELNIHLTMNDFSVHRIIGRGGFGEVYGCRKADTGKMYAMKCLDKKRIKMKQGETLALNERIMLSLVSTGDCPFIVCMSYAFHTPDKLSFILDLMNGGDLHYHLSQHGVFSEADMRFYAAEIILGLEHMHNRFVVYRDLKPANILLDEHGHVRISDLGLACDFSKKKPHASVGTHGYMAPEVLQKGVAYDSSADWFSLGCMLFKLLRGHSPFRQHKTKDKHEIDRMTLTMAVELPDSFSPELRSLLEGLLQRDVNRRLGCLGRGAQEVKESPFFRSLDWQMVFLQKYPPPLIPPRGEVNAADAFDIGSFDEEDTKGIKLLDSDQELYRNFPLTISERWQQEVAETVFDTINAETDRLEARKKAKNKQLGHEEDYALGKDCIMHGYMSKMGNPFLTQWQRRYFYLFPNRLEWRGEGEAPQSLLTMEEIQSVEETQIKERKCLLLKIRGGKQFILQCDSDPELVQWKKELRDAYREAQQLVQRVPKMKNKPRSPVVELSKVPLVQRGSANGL
* marks the source's active call; other numbers are inactive results; ? = inconclusive; · = not tested or not shown; [ ] = another dose, or the depositor's remark.

SMILES	VLA-4 inh	RPL19A-GFP yeast	AGP1 TOR yeast	LAP4-GFP MLPCN	CIT2 TOR yeast	MEP2 TOR yeast	Yeast superoxide	GRK2 inh
Cc1ccc(/C=C/C(=O)Nc2ccc(Oc3ccccc3)cc2)o1	-11	99	68	117	92	108	101	2
CCc1cccc(NC(=O)Cn2c(-c3ccccc3)cc(C(C)=O)c2C)c1	10	103	96	88	102	101	107	0
CCCCn1c(CNC(=O)CCC)nc2ccccc21	-38	83	73	83	79	80	98	2
COc1ccccc1CNC(=O)[C@H](C)NC(=O)C1CCN(C(=O)[C@@H](N)CC(C)C)CC1	-5	103	101	101	99	103	149	0
CCC(=NCc1ccccc1)C1=C(O)C(C(=O)OC)C(C)(C)CC1=O (stereo not drawn)	20	102	104	97	99	100	106	0
CC(C)c1ccc(/C=N/NC(=O)C2CCCC2)cc1	6	114	98	83	104	106	103	2
O=C(CN(Cc1ccccc1)C(=O)CCC(=O)Nc1nccs1)NCc1ccc(F)cc1	-4	98	98	99	97	109	105	3
Cc1ccc(-n2c(N)c(C(N)=O)sc2=S)c(C)c1	5	107	105	104	106	103	100	5
Cc1ccc2cc(CN(CCCN(C)C)C(=O)NCc3ccccc3)c(=O)[nH]c2c1C	7	94	92	84	88	99	93	0
O=[N+]([O-])c1ccc(S(=O)(=O)Nc2ccc(-c3ccc(N4CCCC4)nn3)cc2)cc1	-8	103	115	103	105	100	104	2
COc1ccc(CC(=O)Nc2ccc(-c3noc(-c4cccc(OC)c4)n3)cc2)cc1	22	97	103	127	102	106	100	0
O=C(/C=C/c1ccc(S(=O)(=O)N2CCOCC2)cc1)NC(=S)NCCCn1ccnc1	4	88	91	86	88	94	98	0
CCOC(=O)c1cn(CC(=O)Nc2ccc(C(C)C)cc2)nn1	2	107	115	105	118	105	93	0
Cc1ccc(Cl)cc1N1CCN(CC(O)COC(C)C)CC1 (stereo not drawn)	0	104	115	109	107	114	101	1
O=C(O)C1CCCN(S(=O)(=O)c2ccc(Cl)s2)C1 (stereo not drawn)	25	102	107	98	111	101	101	5
CCOc1ccc(NC(=O)CN(C)C(=O)c2ccc(COc3ccccc3)cc2)cc1OCC	41	97	97	103	98	99	116	33
Cc1cc(NC(=O)CSc2nc(-c3ccccc3)cs2)no1	4	100	98	109	92	100	108	1
CC(=O)Oc1ccc(/C=C(\NC(=O)c2ccco2)C(=O)Nc2ccc(C(C)=O)cc2)cc1	-5	62[may fluoresce violet]	14[may fluoresce violet]	92[may fluoresce violet]	?	532*[may fluoresce violet]	96	2
CCN(CC(=O)Nc1ccc(N2CCOCC2)cc1)C(=O)COc1ccccc1OC	-2	98	91	102	102	100	99	0
N#CCSc1ccc(S(=O)(=O)N2CCOCC2)cn1	3	94	97	91	101	96	101	3
O=C(O)c1cc(Cl)c(Cl)cc1C(=O)Nc1cccc2cccnc12	-14	98	97	94	107	100	96	0
c1ccc(OCCOc2ncnc3sccc23)cc1	3	106	103	103	100	91	80	0
COc1ccc(S(=O)(=O)NCc2ccccc2Cl)cc1OC	93*	82	·	116	111	124	91	1
Cc1ccc(CNC(=O)c2ccc(CS(=O)Cc3cccc(Cl)c3)o2)cc1 (stereo not drawn)	-61	106	96	92	107	111	73	0
O=C(/C=C/c1ccccc1)OCc1cncs1	0	94	85	88	85	88	91	0
COc1ccc(-c2nc(N)sc2C2(O)C(=O)Nc3c(Br)cc(F)cc32)cc1OC (stereo not drawn)	-6	96	101	104	100	103	97	0
Cn1ncc(Cl)c1C(=O)Nc1cccc(Cl)c1	11	104	94	108	94	96	118	1
CSc1ccc(CN2CCC(CO)(CCOc3ccccc3)CC2)cc1	0	102	65	92	101	110	94	0
Cn1c(=O)c2c(nc(SCCCC#N)n2Cc2ccccc2F)n(C)c1=O	4	99	111	106	105	112	107	0
COc1ccc(-c2nn(-c3ccccc3)cc2/C=N/Nc2ccc(Cl)c(C(=O)O)c2)cc1OC	1	93	92	98	80	90	102	20
C=CCNC(=O)c1ccccc1NC(=O)COc1ccc(OC)cc1	7	103	101	95	100	98	95	36
CCCCN(CC)Cc1ccc(CNC(=O)Nc2ccccc2)o1	6	98	108	100	106	104	103	1
CC1CN(S(=O)(=O)c2cccc(C(=O)N(CCc3ccccc3)Cc3ccccc3)c2)CC(C)O1 (stereo not drawn)	2	98	107	102	96	98	97	0
Cc1ccc(S(=O)(=O)N2CCN(C(=O)C(Cc3ccccc3)NC(=O)c3ccccc3)CC2)cc1 (stereo not drawn)	-6	96	96	96	87	91	113	3
CCOC(=O)c1c(C)[nH]c(C(=O)OCC(=O)N2CCCC2=O)c1C	1	98	99	111	94	102	97	0
CCOC(=O)Cc1csc(NC(=O)c2csc3c2CCCC3)n1	14	97	97	122	84	98	98	0
O=C(C1=C(O)C(=O)N(CCN2CCOCC2)C1c1cccc(Br)c1)c1cccs1 (stereo not drawn)	7	105	101	98	103	106	105	0
COCCOC(=O)c1[nH]c2c(c1C)C(=O)C(C(=O)OC)C(C)C2 (stereo not drawn)	6	101	104	104	111	108	98	2
Cc1ccc2c(c1)c1c3n2CCN(CC(N)=O)C3CCC1 (stereo not drawn)	11	103	91	90	96	101	114	0
Cc1ccn2cc(CNC(=O)c3cccs3)nc2c1	-1	100	105	119	109	94	99	4
Cc1ccccc1Cn1ccc(=NCc2ccccc2)cc1	9	98	99	92	100	98	93	0
O=C(CCc1nc(-c2ccccc2)no1)NC1CCCCC1	-1	101	99	96	·	100	82	2
CCCN1Cc2cccc(C(=O)NC(C)c3cccs3)c2C1=O (stereo not drawn)	12	97	·	102	101	101	100	0
O=C(O)Cc1ccc(NCc2ccccc2Cl)cc1	-8	103	109	117	97	106	105	0
CCC1CCCCN1CCCNC(=O)CN1C(=O)CSc2ccc(S(=O)(=O)N3CCOCC3)cc21 (stereo not drawn)	18	102	102	94	102	95	75	0
CCOC(=O)C(C)(C)C(=O)C(C)(C)C(O)c1ccccn1 (stereo not drawn)	0	100	103	100	107	100	91	0
CCN(CC)CCCNc1oc(/C=C/c2ccccc2)nc1C#N	3	95	100	106	88	88	97	0
O=C(CSc1nc2ccccc2n1Cc1ccc(Cl)cc1)N/N=C/c1ccc(C(=O)O)cc1	-3	103	104	119	98	97	104	2
O=C(c1ccc(COc2ccccc2[N+](=O)[O-])o1)N1CCCCCC1	9	97	98	103	92	108	103	2
Cn1c(=O)n(C)c2cc(C(=O)O)ccc21	7	103	108	99	103	102	98	0

Additional structures follow:
SMILES	VLA-4 inh	RPL19A-GFP yeast	AGP1 TOR yeast	LAP4-GFP MLPCN	CIT2 TOR yeast	MEP2 TOR yeast	Yeast superoxide	GRK2 inh
COc1ccc(-c2[nH]ncc2CN(Cc2nccn2C)C(C)C)c(F)c1	14	120	109	98	121	119	128	0
O=C1NC[C@@H](c2ccccc2)OC(=O)[C@H](Cc2ccc(F)cc2)C/C=C\C[C@@H]1CC(=O)N(CCO)Cc1ccccc1	-4	89	92	95	89	95	144	6
Clc1ccc(CN2CCCCCC2)cc1Cl	-5	106	105	93	106	111	99	4
O=S(=O)(NCC(c1cccnc1)N1CCN(Cc2ccccc2)CC1)c1ccc(F)cc1 (stereo not drawn)	26	97	101	103	96	103	98	0
Cc1cc(NC(=O)c2sccc2C)n(-c2nc3ccccc3[nH]2)n1	-6	100	92	109	86	99	121	0
Cc1c(CCOC(=O)CC23CC4CC(CC(C4)C2)C3)sc[n+]1CC(=O)c1ccc(Br)cc1	36	95	97	94	91	95	108	0
O=C(COC(=O)C1=COCCO1)Nc1cc(Cl)c(Cl)cc1Cl	15	95	91	96	84	96	128	2
Cc1cccc(NC(=O)COC(=O)CN2CCCCCC2=O)c1C	12	97	98	93	108	104	102	0
CN1CCN(C(=S)Nc2ccc([N+](=O)[O-])cc2)CC1	-5	105	85	105	117	117	96	2
COC(=O)C(CCSC)NC(=O)c1cccc([N+](=O)[O-])c1 (stereo not drawn)	-10	99	101	101	102	99	92	1
COc1cc2c(cc1OC)C(c1ccc(-c3cc(Cl)ccc3Cl)o1)=NCC2	0	100	99	109	95	110	96	0
CCC(CC)C(=O)NCCc1cc2ccc(OC)cc2[nH]c1=O	4	100	102	99	97	97	97	0
CCc1ccccc1NC(=O)c1cc(-c2ccco2)on1	1	96	96	128	80	96	115	0
CC(C)OC(=O)c1c2nc3ccccc3nc2n2c1[nH]c(=O)c1ccccc12	-36	84	96	104	104	97	108	0
CC(=O)c1cccc(NC(=O)COC(=O)COc2ccccc2C)c1	-5	105	98	96	106	105	117	0
COC(=O)c1ccc2c(c1)sc(=NC(=O)CCS(=O)(=O)c1ccccc1)n2C	-9	103	97	106	106	102	85	0
O=S(=O)(Nc1nc2ccccc2nc1NCc1ccco1)c1ccccc1	3	99	107	89	86	86	90	0
Cc1ccc(NC2CCCN(C(=O)c3cn(C)c4ccccc34)C2)cc1C (stereo not drawn)	13	108	108	104	102	106	96	0
CN(C)c1cccc2c1c(NC(=O)c1ccc(F)cc1)nn2C	-2	96	103	106	105	98	94	1
COc1ccc2cc(C3(C)NC(=O)N(CC(=O)NCCC4=CCCCC4)C3=O)ccc2c1 (stereo not drawn)	0	91	94	94	95	96	102	6
CSCC[C@H](NC(=O)Nc1ccc(Oc2ccccc2)cc1)C(=O)O	-2	97	104	105	103	101	88	1
COCCCNC(=O)c1cc(-c2cccnc2)nc2ccccc12	-5	101	95	95	102	112	105	0
Cn1cc(C=O)c(-c2ccc3c(c2)OCCCO3)n1	-17	85	14	80	87	127	113	1
CCOc1ccc(NS(=O)(=O)c2ccc(C(=O)NCCN3CCOCC3)cc2)cc1	7	109	114	119	99	98	86	3
COC(=O)c1cc(S(=O)(=O)NCc2cccc(OC)c2)cn1C	-20	100	105	97	106	102	98	0
Cc1cc(C)c(-n2c(O)c(C=NCCN3CCOCC3)c(=O)[nH]c2=O)c(C)c1	5	100	106	108	108	106	79	2
CCC(NC(C)C)C(O)c1ccc(O)c(O)c1 (stereo not drawn)	9	93	92	99	86	101	90	1
CC(C)(C)OC(=O)N1CCC(C(=O)N[C@H](Cc2ccccc2)C(=O)O)CC1	8	94	93	90	90	96	82	1
O=C(NNc1cccc(Cl)n1)Nc1cccc(C(F)(F)F)c1	6	106	104	93	102	103	99	0
CC(=O)Nc1ccc(NS(=O)(=O)c2cn(C)c(=O)n(C)c2=O)cc1	14	97	102	99	101	102	115	0
Cc1ccc2c(COC(=O)CNC(=O)c3ccccc3)cc(=O)oc2c1	4	107	105	101	105	104	85	0
COc1cc2ccccc2cc1C(=O)Nc1ccc(C)cn1	2	104	88	77	·	95	103	1
COc1ccc(Cc2nnc(NC(=O)Nc3ccc(F)cc3)s2)cc1	16	102	100	88	100	109	103	0
O=C(N=Nc1c(O)[nH]c2ccc(F)cc12)C1COc2ccccc2O1 (stereo not drawn)	4	102	106	106	109	102	100	4
Cc1[nH]n(-c2ccccc2)c(=O)c1CCOC(=O)c1ccc(C(F)(F)F)cc1	-4	101	96	86	95	96	113	5

Shown comma-delimited: part of the list above
Molecule,VLA-4 inh,RPL19A-GFP yeast,AGP1 TOR yeast,LAP4-GFP MLPCN,CIT2 TOR yeast,MEP2 TOR yeast,Yeast superoxide,GRK2 inh
CCC(NC(C)C)C(O)c1ccc(O)c(O)c1 (stereo not drawn),9,93,92,99,86,101,90,1
O=S(=O)(Nc1nc2ccccc2nc1NCc1ccco1)c1ccccc1,3,99,107,89,86,86,90,0
COC(=O)C(CCSC)NC(=O)c1cccc([N+](=O)[O-])c1 (stereo not drawn),-10,99,101,101,102,99,92,1
